# UGM FP inh: M. tuberculosis UGM enzyme inhibitors, primary screen, biochemical, fluorescence polarization, single point; purified UGM, fluorescence polarization probe displacement; inhibition, % at 10 µM; hit rate 0.06% among 320,000; AID 504406, 2011; in the data active = inhibition above about 10%, passing the limit was not always enough; inconclusive = no clear call, values can overlap the other calls
# Target sequence (P9WIQ1 whole entry, looked up): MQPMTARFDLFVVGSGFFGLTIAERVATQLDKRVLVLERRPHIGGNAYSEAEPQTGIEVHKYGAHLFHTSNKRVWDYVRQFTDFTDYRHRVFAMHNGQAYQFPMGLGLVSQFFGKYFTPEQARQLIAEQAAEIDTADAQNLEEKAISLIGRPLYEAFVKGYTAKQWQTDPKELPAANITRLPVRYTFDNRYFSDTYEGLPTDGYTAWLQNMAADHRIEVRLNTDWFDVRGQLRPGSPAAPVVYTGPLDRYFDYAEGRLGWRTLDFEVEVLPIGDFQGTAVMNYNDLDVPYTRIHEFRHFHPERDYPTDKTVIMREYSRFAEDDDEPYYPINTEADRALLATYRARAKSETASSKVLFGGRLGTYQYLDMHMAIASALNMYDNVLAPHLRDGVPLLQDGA
# PrPC TRFRET: inhibitors of human cell surface prion protein PrPC, primary screen, cell-based, TR-FRET. TR-FRET read-out. Major prion protein (Homo sapiens), P04156. AID 720596, 2013. inhibition, % at 13.8 µM. hit rate 0.43% among 370,000; in the data active = inhibition above about 24%; also: 0% = median of the test wells and 100% = reference compound wells
# MazF activator: activators of E. coli MazEF toxin-antitoxin RNase, primary screen, biochemical, fluorescence, uHTS; activation, % at 20 µM; hit rate 0.32% among 350,000; FAM/BHQ RNA-DNA oligo cleavage fluorescence, 5 h; AID 504720, 2011; Endoribonuclease toxin MazF (Escherichia coli (strain K12)), P0AE70; in the data active = activation above about 50%
# Target sequence (P0AE70 whole entry, looked up): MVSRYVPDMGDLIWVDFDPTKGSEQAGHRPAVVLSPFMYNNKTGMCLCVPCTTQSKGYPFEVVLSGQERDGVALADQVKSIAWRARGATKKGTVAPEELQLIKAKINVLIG
# BoNT F protease: BoNT/F light chain protease inhibitors, primary screen, biochemical, flow cytometry, MLPCN library | hit rate 0.22% among 360,000 | AID 588497, 2011 | Multiplex microsphere protease cleavage assay | inhibition, % at 10 µM; in the data active = inhibition above about 35%, passing the limit was not always enough; inconclusive = no clear call, values can overlap the other calls; also: plate controls were buffer without enzyme for full effect and enzyme alone for no effect
# Rv3671c inh: Rv3671c serine protease inhibitors, primary screen, biochemical, fluorescence polarization, M. tuberculosis H37Rv. inhibition, % at 5.96 µM. hit rate 0.048% among 320,000. AID 2606, 2010; in the data active = inhibition above about 38%;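 also: extracellular domain of Rv3671c used as enzyme; 0% = enzyme with DMSO and 100% = no enzyme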
# Mtb BioA inh: M. tuberculosis BioA enzyme inhibitors, primary screen, biochemical, plate reader, single point, HTS | 7,8-diaminopelargonic acid synthase BioA (Mycobacterium tuberculosis) | purified M. tuberculosis BioA enzyme | inhibition, % at 9.99 µM | hit rate 0.096% among 360,000 | AID 602481, 2012; in the data active = inhibition above about 40%; inconclusive = no clear call, values can overlap the other calls
# FBA Mtb inh: Mtb FBA enzyme inhibitors, primary screen, biochemical, fluorescence, strain H37Rv. Fructose-bisphosphate aldolase (Mycobacterium tuberculosis (strain ATCC 25618 / H37Rv)), …. purified M. tuberculosis FBA, fluorescence read-out. inhibition, % at 1 µM. hit rate 2.3% among 360,000. AID 588726, 2011; in the data active = inhibition above about 27%;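 also: 0% = vehicle and 100% = reference inhibitor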
# Target sequence (P9WQA3 whole entry, looked up): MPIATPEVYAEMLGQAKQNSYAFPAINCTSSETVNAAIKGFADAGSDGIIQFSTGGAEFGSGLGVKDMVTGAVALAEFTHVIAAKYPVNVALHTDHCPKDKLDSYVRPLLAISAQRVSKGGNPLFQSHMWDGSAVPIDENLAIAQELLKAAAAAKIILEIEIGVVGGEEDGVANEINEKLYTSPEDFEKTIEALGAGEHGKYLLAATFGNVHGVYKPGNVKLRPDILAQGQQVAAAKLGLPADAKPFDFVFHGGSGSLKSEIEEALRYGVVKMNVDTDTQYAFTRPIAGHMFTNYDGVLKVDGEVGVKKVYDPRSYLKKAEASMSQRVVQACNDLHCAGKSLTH
# FadD28 FP inh: inhibitors of FadD28 bisubstrate probe binding, primary screen, biochemical, fluorescence polarization, single point; inhibition, % at 12.5 µM; hit rate 0.22% among 360,000; Mycobacterium tuberculosis FadD28 fatty-acid-AMP ligase; in the data active = inhibition above about 8.5%, passing the limit was not always enough; inconclusive = no clear call, values can overlap the other calls
# GDH-TPI inh: GDH-TPI coupling enzyme inhibitors, primary screen, artefact control for M. tuberculosis FBA inhibitor project, biochemical, absorbance, full deck | GDH-TPI coupled enzyme counterscreen, NADH absorbance | inhibition, % at 4.8 µM | hit rate 1.2% among 360,000; in the data active = inhibition above about 30%;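 also: 0% = DMSO wells and 100% = wells lacking the enzyme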
# An asterisk follows results filed as active; ? = inconclusive; nt = not tested or not shown; & = joins results of further samples.
mol	Mtb BioA inh	Rv3671c inh	PrPC TRFRET	FadD28 FP inh	UGM FP inh	GDH-TPI inh	MazF activator	BoNT F protease	FBA Mtb inh
C=CCN(C(=O)c1csnn1)C(C(=O)NCc1ccc(F)cc1)c1sccc1C (stereo unspecified)	4.3	3.5	4.8	-4.3	2.3	1.5	4.1	-23.2	4.8
Cc1cccc(-c2nc(NCCN(C)C)c3ccccc3n2)c1	-0.8	nt	-10.9	-1.2	nt	10.7	14.2	-10.7	-1.7
O=S(=O)(Nc1ccccc1)c1ccc(-c2csnn2)cc1	4.9	0.2	7.6	-3.0	0.3	2.1	3.9	nt	-1.6
Cc1ccc(CC(=O)Nc2cc([N+](=O)[O-])ccc2F)cc1	nt	4.6	-11.8	-0.3	0.4	-0.4	9.9	-2.1	1.6
CC(C)COC(=O)N(C)C[C@H]1OCc2cnnn2CCCC(=O)N([C@H](C)CO)C[C@@H]1C	-2.9&-1.8&-0.9	nt	3.7	-2.7	nt	0.5	-4.5	-2.4	-0.5
CNC(=S)N/N=C/c1c(C)nn(-c2ccc(F)cc2)c1Cl	nt	1.4	7.8	-3.6	0.6	1.8	11.4	-4.5	1.6
CC(C)CC1NC(=O)N(CCCCN2C(=O)c3ccccc3C2=O)C1=O (stereo unspecified)	nt	2.2	-0.9	-0.7	-0.9	4.8	7.5	-2.6	0.4
C=CCOc1cccc(C2c3c(oc4ccccc4c3=O)C(=O)N2c2ccccn2)c1 (stereo unspecified)	-3.1	-9.1	-5.5	0.4	-2.1	1.0	-6.9	0.7	8.1
Cc1ccc(S(=O)(=O)NCc2ccncc2)cc1C(=O)NCC(C)C	-1.0	-4.2	-0.4	-0.8	2.3	2.8	1.3	-1.3	0.1
CCOc1ccc(-c2nc(-c3cccnc3)no2)cc1	2.1	-1.9	0.9	-4.2	3.7	11.5	3.5	16.0	-11.6
CCOc1ccccc1-n1ccn(CC(=O)Nc2ccc(Br)cc2F)c(=O)c1=O	-0.5	nt	-4.3	-0.6	nt	11.7	-6.6	11.7	-1.6
CCc1ccc(OCC(=O)NC(=S)Nc2ccc(C(C)=O)cc2)c(Br)c1	0.3	3.7	7.0	1.3	-1.6	9.8	-23.8	-6.4	1.2
COC(=O)C1(C)NC(c2ccccc2C)C2C(=O)N(c3ccc(F)cc3)C(=O)C21 (stereo unspecified)	-1.4	-0.6	1.0	-0.5	-1.8	1.6	2.4	-2.7	-0.9
COc1cc(Cl)ccc1OCc1cc(C(=O)NC(C)Cc2cccnc2)no1 (stereo unspecified)	1.3	-0.9	-0.7	-0.3	2.7	4.9	3.4	nt	-3.5
O=C(CSc1nnnn1-c1ccc2c(c1)OCO2)NCc1cccs1	6.8	-4.6	4.4	1.9	0.8	9.0	-1.3	-27.6	2.1
COc1cc([N+](=O)[O-])ccc1NC(=O)NCc1ccco1	nt	3.7	-25.1	-0.1	-1.1	12.2	9.4	-0.1	-1.0
O=C(OCC1OC2C(Oc3nc(=O)ccn32)C1O)c1ccccc1 (stereo unspecified)	1.9	-3.9	-1.5	-2.2	0.6	11.0	-5.3	17.8	-13.5
CCCCCCC(N)CC(=O)O (stereo unspecified)	-4.8	nt	0.7	-0.3	nt	5.0	4.8	7.9	0.7
O=c1[nH]c2cc3c(cc2cc1C(c1nnnn1CC1CCCO1)N1CCCC1)OCO3 (stereo unspecified)	nt	-0.9	-3.0	1.3	0.7	21.4	2.3	0.8	29.4*
CCc1ccccc1NC(=O)CN(C)Cc1c(O)ccc2ccccc12	0.4	-4.6	-3.2	-0.8	3.2	-2.7	-8.7	0.2	1.6
CC(C(=O)N1CCN(Cc2ccccc2)CC1)c1ccc([N+](=O)[O-])cc1 (stereo unspecified)	nt	4.5	-8.4	-2.3	1.2	1.3	9.0	-12.4	-2.4
CCOc1cc(-c2nnc(NC(=O)C3=COCCO3)o2)cc(OCC)c1OCC	2.6	3.5	1.2	-1.4	0.9	18.1	3.4	3.7	2.9
CS(=O)(=O)Nc1ccc(S(=O)(=O)NC2CCCCC2)cc1	nt	1.6	-1.4	-1.2	1.9	7.6	3.2	2.8	-0.6
Cc1ccc(/C=C2/CCc3c([nH]c4ccccc34)C2=O)cc1	-0.7	-8.7	5.2	-0.1	1.8	-3.0	-0.9	2.8	1.8
Nc1cccc(NC(=O)CN2CCOCC2)c1	0.7	0.6	4.9	1.0	-0.9	-6.0	-1.4	-21.2	2.5
COc1ccccc1-c1nnc(NC(=O)c2ccc3ncsc3c2)o1	nt	-16.2	-7.0	-5.4	1.3	24.6	-6.6	4.3	-0.4
CCNC(=O)COC(=O)c1cc(C)nc2ccccc12	nt	0.8	3.6	-0.2	0.7	1.6	1.5	-3.3	4.9
O=c1nc(NCc2ccco2)sc2ncccc12	-3.5	-6.4	-2.5	0.6	1.0	10.9	-0.5	-2.1	2.1
CC(C)c1cccc(C(C)C)c1NC(=S)Nc1cccc(Cl)c1	-0.8	-3.4	6.8	-3.4	1.3	-16.1	-18.9	?	-4.0
O=C(Nc1cccc(F)c1)/C(=C\c1cccnc1)NC(=O)c1cccs1	-1.6	37.1	-4.5	-0.7	-2.6	5.8	-1.3	-3.7	-2.6
COc1ccc(N2CCCC2)c(NC(=O)COc2ccccc2Cl)c1	-2.1	9.3	-5.4	-4.5	1.9	-10.9	4.9	-4.7	-2.0
Cc1ccc(C)c(NC(=S)c2ccccn2)c1	0.6	2.2	3.0	-6.9	1.3	-3.5	2.1	?	-11.1
CC12C(=O)N(c3nccs3)C(=O)C1(C)C1CCC2O1 (stereo unspecified)	-1.5	nt	-6.9	-2.4	nt	8.8	-5.0	8.4	-1.2
COc1ccc(C(=O)Nc2ccc(S(=O)(=O)N3CCOCC3)cc2)cc1OC	36.8	2.4	1.8	-1.3	-0.4	7.6	3.9	-0.2	1.7
CC(=O)c1cccc(CN2CCC(n3nccc3NC(=O)CCc3ccccc3)CC2)c1	0.9	-0.8	nt	1.0	-1.2	-2.1	1.4	5.6	0.7
CC(C)(C)c1ccccc1O	-0.6	4.8	0.5	-5.3	1.5	-0.7	7.9	-0.6	-2.8
Cn1cc(C=C2C(=O)CC(C)(C)CC2=O)c2ccccc21	nt	-3.1	0.0	-4.6	2.3	-1.9	0.3	1.6	-10.8
Cc1ccccc1Nc1nc(N)nc(COC(=O)CC2CC3CCC2C3)n1 (stereo unspecified)	-6.1	3.8	-6.0	-0.3	-2.2	-2.6	5.7	-0.2	1.9
O=C(Nc1ccon1)C12CC3CC(C1)CC(n1cnc([N+](=O)[O-])n1)(C3)C2	0.7	6.3	-12.7	-0.2	1.4	10.1	3.9	-4.1	-2.2
CSc1ccc(CNC(=O)C2(C)CCCN2C)cc1 (stereo unspecified)	-0.4	nt	-0.9	-1.1	nt	-3.6	nt	1.0	-2.2
COc1ccccc1N1CCN(Cc2cc(=O)oc3cc(C)cc(C)c23)CC1	-0.2	nt	-2.3	-2.5	nt	nt	nt	-4.1	-3.3
Cc1ccc(C23CC4CC(CC(C(=O)OCC(=O)NC5CCS(=O)(=O)C5)(C4)C2)C3)cc1 (stereo unspecified)	nt	-16.4	-4.2	-1.4	1.2	7.4	0.9	-9.1	-0.3
C=CCNc1nc(N)c(C(=C(C#N)C#N)c2ccccc2)s1	0.3	-9.1	8.4	3.4	-3.3	13.6	13.9	-95.7	134.6*
Cc1cccc(NC(=O)c2cccc(S(=O)(=O)N3CCc4ccccc4C3)c2)n1	-0.4	-20.1	-4.0	?	-1.2	-2.1	-10.2	-5.6	0.9
Cc1cc2nc(-c3ccncc3)cc(C(F)(F)F)n2n1	nt	-4.9	-8.4	0.1	0.1	4.3	10.3	-2.9	4.3
COCCOC(=O)C1=C(C)Nc2ncnn2C1c1ccco1 (stereo unspecified)	-0.7	2.7	2.5	-4.3	0.2	-0.7	-0.9	?	-6.3
Cc1cc(OCC(=O)NC2CC(C)(C)NC(C)(C)C2)c2c(C)c(C)c(=O)oc2c1	-1.0	4.3	-6.0	-3.8	0.2	24.4	8.2	16.5	131.2*
COc1ccc(C(CNC(=O)c2oc3ccc(C)cc3c2C)N2CCCCC2)cc1 (stereo unspecified)	-0.8	4.2	5.6	-1.9	2.5	6.8	6.2	-5.0	2.5
COCCn1c(=NC(=O)/C=C/c2ccccc2Cl)sc2cc(NC(C)=O)ccc21	nt	-5.9	3.1	-5.3	0.2	16.2	-0.8	6.3	4.0
CCO[C@@H]1OC(C(=O)N2CCN(Cc3ccc4c(c3)OCO4)CC2)=C[C@H](c2cn(C(C)=O)c3ccccc23)[C@H]1CCCO	-0.6	-0.3	2.7	-5.0	-1.0	-4.3	6.0	-1.5	-2.6
Cc1cc(=O)oc2cc(NC(=O)c3ccccc3Cl)ccc12	0.9	-4.8	7.8	-0.7	-0.1	22.2	12.3	-5.4	95.6*
O=C1Nc2ccccc2C12OC1CCCCC1O2 (stereo unspecified)	-0.3	0.5	-6.4	-1.1	-1.0	4.9	-0.9	-2.4	-1.4
COc1ccc(OCc2cc(C(=O)NCCc3ccccc3)no2)c(Cl)c1	-4.2	-1.5	5.5	-2.9	2.3	0.0	-3.8	3.6	0.1
Nc1c(C(=O)NCc2ccco2)sc2nc3c(cc12)C(=O)CCC3	-2.8	-31.0	-16.8	0.5	nt	10.7	-6.8	3.9	-0.3
CCCCOC(=O)c1ccc(NC(=O)CSCc2n[nH]c(=O)[nH]2)cc1	0.1	1.8	-2.3	-3.1	-3.0	-9.4	7.6	1.0	-1.8
CC(C)Sc1cc(N2CCOCC2)nc(-c2ccccc2)n1	nt	-7.2	-6.8	-1.9	3.7	-1.1	-4.4	-9.0	2.4

# Continued.
mol	Mtb BioA inh	Rv3671c inh	PrPC TRFRET	FadD28 FP inh	UGM FP inh	GDH-TPI inh	MazF activator	BoNT F protease	FBA Mtb inh
CN(C)c1ccc2c3c(ccc(N(C)C)c13)COC2	nt	2.1	-7.3	-2.3	2.6	-1.6	6.4	-1.5	-0.7
Cc1ccc(-c2nnn3c2nc(NC(C)C)c2ccccc23)cc1	-1.2	-3.6	1.5	-0.3	0.1	1.5	-16.8	-8.3	0.7
COc1ccc(CCCC(=O)N/N=C/c2cccc(OC)c2O)cc1C	nt	-2.9	-4.7	-2.6	-2.5	8.6	2.9	-1.8	5.7
CCn1cc(CN(C)C(=O)/C=C/c2ccc([N+](=O)[O-])cc2)c(C)n1	3.2	0.3	-47.5	0.5	-1.1	24.0	7.8	-1.7	1.1
O=C(O)CCc1nn2c3ccccc3nc2n(-c2ccccc2)c1=O	-0.4	-2.8	0.1	-2.7	0.4	6.6	2.6	2.0	0.9
CSc1cnn(Cc2ccccc2)c(=O)c1SCc1ccccc1	nt	9.6	1.5	-4.6	0.7	-0.7	-3.6	-1.7	-1.1

# Part of the list above in order of molecular weight, largest number first.
mol	Mtb BioA inh	Rv3671c inh	PrPC TRFRET	FadD28 FP inh	UGM FP inh	GDH-TPI inh	MazF activator	BoNT F protease	FBA Mtb inh
O=C(O)CCc1nn2c3ccccc3nc2n(-c2ccccc2)c1=O	-0.4	-2.8	0.1	-2.7	0.4	6.6	2.6	2.0	0.9
CCn1cc(CN(C)C(=O)/C=C/c2ccc([N+](=O)[O-])cc2)c(C)n1	3.2	0.3	-47.5	0.5	-1.1	24.0	7.8	-1.7	1.1
CN(C)c1ccc2c3c(ccc(N(C)C)c13)COC2	nt	2.1	-7.3	-2.3	2.6	-1.6	6.4	-1.5	-0.7
